TGFb inhibitor: inhibitors of TGF-b signaling | HepG2 CAGA-GFP TGF-b/SMAD3 reporter, GFP fluorescence, 18 h; TGF-beta stimulated, 500 pg/mL final | Potency, µM (top dose mostly 46.1 µM), inactives show at the highest dose activity, negative = inhibition, usual class: inhibitors | actives 1.2% (n = 410,000); further: potency means the concentration at half of the fitted maximal effect; on the % scale 0 is the no-effect control and ±100 the full control effect; nearly all actives have a fitted effect of over 65% in size
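Inhibition was scored as loss of TGF-beta-induced (500 pg/mL final, 18 hours, 37 degrees C) GFP in HEPG2 cells carrying a CAGA-GFP reporter, in DMEM with 1% FBS. Well GFP was summed per cell; Activity was normalised to unstimulated and stimulated DMSO wells, then concentration-response fitting.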
Akt phos inh: inhibitors of Akt phosphorylation; activity change, % for hits at 50 µM; Neuro2A IGF-stimulated pAkt S473 HTRF, 20 min; hits give low values; actives 0.32% (n = 360,000); in the data active means activity change below about -80%; inconclusive means mostly about -51% to -80%; further: on the % scale 0 is the no-effect control and ±100 the full control effect
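Neuro2A cells (4,500/well, DMEM with 0.5% FBS) were treated with compound at a single 50 µM final concentration, stimulated with 6 nM IGF for 20 min at 37 °C, and lysed. Phospho-Akt Ser473 was read by HTRF as 665/615 ratio ×10^4.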
Nrf2 inh: Nrf2 pathway inhibition. AID 504444. Potency, µM (doses to about 46 µM), for the others: at the top dose activity change, negative = inhibition, most hits filed as inhibitors. A549 ARE-Fluc reporter, luciferase luminescence, 18-24 h. actives 2.1% (n = 360,000); further: potency means the concentration at half of the fitted maximal effect; on the % scale 0 is the no-effect control and ±100 the full control effect; nearly all actives have a fitted effect of over 60% in size
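A549 ARE_Fluc cells (5000/well, 5% FBS OPTI-MEM) pre-incubated 2 h, then treated with compounds 18-24 h at 37C/5% CO2 in concentration-response. CellTiter-Fluor viability read first; BugLite luciferase luminescence after 15 min at room temperature gives Nrf2 activity.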
A549 tox: kills or reduces viability of A549 cells in Nrf2 counter-screen. Potency, µM (series often up to 46 µM), for inactives: at the top dose activity change, negative = cytotoxicity, actives largely listed as inhibitors. actives 0.16% (n = 390,000). A549 ARE-Fluc cells, CellTiter-Fluor viability, 18-24 h; further: potency means the concentration at half of the fitted maximal effect; on the % scale 0 is the no-effect control and ±100 the full control effect
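Cytotoxicity counterscreen: CellTiter-Fluor fluorescence was measured in A549 ARE_Fluc cells after 18-24 h of compound exposure in a concentration series. The subsequent BugLite luminescent read reports ARE-luciferase activity.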
CCT modulator: changes cytosolic chaperonin activity | purified chaperonin ATPase assay, HTRF ADP detection, 30 min | activity change, % (concentration not given with the values), hits read low | actives 0.3% (n = 360,000) | AID 651819; in the data active means activity change below about -30%; further: on the % scale 0 is the no-effect control and ±100 the full control effect
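We incubate TRiC, 40 or 20 nM final, with library compounds at 76 uM and 10 uM ATP for 30 min at 37 °C. ADP formed is detected with Transcreener HTRF reagents after 30 min at room temperature.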
Abeta yeast res: A-beta toxicity reversal in yeast. yeast expressing A-beta42, growth rescue, OD600, 48 h; response scale: 0% DMSO, 100% iron-clioquinol control. Potency, µM (titrated, usually from 46.1 µM), for the others: top-dose growth rescue, hits mostly activators. actives 0.063% (n = 410,000). AID 1347071; further: potency means the concentration at half of the fitted maximal effect; nearly all actives have a fitted effect of over 55% in size
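Growth rescue measured by 600 nm absorbance after 48 h yeast culture at 30 C with compound. Values normalized between DMSO and an equimolar ferric chloride plus clioquinol control.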
Nrf2 ARE act: Nrf2 pathway activation. AREc32 ARE-luciferase reporter (MCF7-derived line), luminescence, 24 h. Potency, µM (titrated, usually from 46.1 µM), inactives show at the highest dose activation, hits mostly activators. actives 0.31% (n = 410,000). AID 624171; further: potency means the concentration at half of the fitted maximal effect; % of control where 0% means no effect; nearly all actives have a fitted effect of over 65% in size
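AREc32 cells carrying an ARE-driven firefly luciferase reporter were seeded at 1000 cells/well in OPTI-MEM with 5% FBS, then exposed to compound for 24 hr at 37 deg C. Luminescence was read with Steady-Glo after 30 min at RT.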
HepG2 viability: HepG2 cytotoxicity, counter-screen for TGF-b inhibitors; Potency, µM (highest dose often 46.1 µM), for the others: at the top dose activity change, negative = cytotoxicity, usual class: cytotoxic; actives 0.76% (n = 410,000); HepG2 CAGA-GFP viability, ATP luminescence, 18 h; further: potency means the concentration at half of the fitted maximal effect; some results filed as inactive show a strong effect at the top dose
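CellTiter-Glo luminescence gave cytotoxicity after 18 hours at 37 degrees C. The cells were HepG2 CAGA-GFP in 1% FBS DMEM, stimulated with 500 pg/mL TGF-beta after compound addition. %Activity was normalised to no-cell wells (complete cell-killing) and DMSO (no toxicity), and curves were fitted and classified.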
MmCpn inh: blocks the Methanococcus maripaludis chaperonin Mm-Cpn. purified Mm-Cpn ATPase, ADP Transcreener TR-FRET. Potency, µM (highest dose often 76.9 µM), for inactives: top-dose activity, negative = inhibition, hits mostly inhibitors. actives 0.031% (n = 330,000); further: potency means the concentration at half of the fitted maximal effect; on the % scale 0 is the no-effect control and ±100 the full control effect; nearly all actives have a fitted effect of over 80% in size
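25 nM Mm-CPN + cpd, 10 min 37°C; + 10 uM ATP, 30 min 37°C; buffer 30 mM Tris pH 7.4, 100 mM KCl, 5 mM MgCl2, 1 mM DTT; Transcreener ADP HTRF detection 30 min RT.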
Active calls of the source: *; i = inactive; ? = inconclusive; . = not tested or not shown; & = joins results of further samples; [ ] = dose if it differs, or a comment. Unless noted, the call rests on the fitted dose curve; in most records, active means well fitted curve in the direction sought with a large enough effect; inconclusive means small, poorly fitted or top-dose-only effect, or another doubt; inactive means no such curve, though single readings can be large; an effect the other way counts as inactive or inconclusive.

molecule,TGFb inhibitor,Akt phos inh,Nrf2 inh,A549 tox,CCT modulator,Abeta yeast res,Nrf2 ARE act,HepG2 viability,MmCpn inh
O=C(NC1CCCCC1)c1ccc(S(=O)(=O)N2CCOCC2)cc1,-3%,i,-6%,-3%,-1.7,-2%,-0.4%,0%,0%
CCOc1ccc(CCNC(=O)CN2C(=O)COc3ccc(S(=O)(=O)N(CC)CC)cc32)cc1,?,.,23µM*,-4%,.,5%,2.4%,-20%,.
CC(C)CCNC(=O)CCNS(=O)(=O)c1ccc(Cl)cc1,5%,i,-9%,-2%,-4.3,-1%,-0.6%,-5%,0%
CCOC(=O)c1cc(-c2ccccc2)n(Cc2cc(CC)no2)n1,-2%,i,-15%,3%,-2.8,3%,-0.3%,4%,-4%
CCCn1cc(S(=O)(=O)c2ccc(C)cc2)c(=O)c2cc(F)c(N3CCCC3)cc21,-8%,.,10%,1%,.,-10%,0.8%,5%,.
CN(C)c1ccc(C(CNS(=O)(=O)c2ccccc2)N2CCc3ccccc32)cc1 (centres undefined),-6%,.,.,3%,.,-20%,-0.2%,-15%,.
Brc1ccc2nc(C3CCCCC3)c(Cc3ccsc3)n2c1,-32%,i,.,.,1.0,2%,7.1%,3%,.
COc1cc(C(=O)NCCSc2ccccc2)cc(OC)c1OC,24%,i,-3%,0%,-1.1,6%,3.3%,-5%,0%
Cc1cccc(-c2n[nH]c(=S)n2/N=C/c2ccc(C)o2)c1,-1%,i,-4%,-1%,0.3,8%,3.7%,1%,2%
COc1cc(OC)c2c3c(c(C4CCCCC4)nc2c1)CCC3,0%,i,16%,0%,0.5,-8%,0.2%,0%,.
COc1ccc(C2C(=O)N(C3CCC(C)CC3)CC(=O)N2Cc2ccc(C)cc2)cc1OC (centres undefined),-1%,.,.,6%,.,-2%,3.0%,-14%,.
CS(=O)(=O)N(CC(=O)N1CCOCC1)c1cccc([N+](=O)[O-])c1,-20%,i,1%,0%,0.3,10%,-0.9%,4%,-4%
COc1ccc(N2CCN(S(=O)(=O)CCNC(=O)COc3cccc(OC)c3)CC2)cc1,1%&-3%,i,-13%,3%&1%,1.9,-19%&-3%,0.5%&1.2%,-5%&-17%,-3%
CC1(Cc2cccc(C#N)c2)C(=O)Nc2c(Cl)cccc21 (centres undefined),0%,i,.,.,-0.2,-7%,0.0%,14%,.
NS(=O)(=O)c1cnccc1Nc1cccc(F)c1,7%,i,4%,1%,-3.3,13%,0.2%,-27%,.
O=C(OCCOc1ccccc1)c1cc(S(=O)(=O)N2CCOCC2)c(Cl)cc1Cl,0%,i,.,.,0.3,-5%,0.1%,-6%,.
CCC1CN(C(=O)N2CCC(C(=O)NCc3ccco3)CC2)c2ccccc2O1 (centres undefined),4%&-10%,i,-22%&18%,-1%&1%,-1.8,19%&-3%,-0.2%&0.3%,15%&3%,1%
COc1cccc(CNn2c(-c3cccc(C)c3)nc3ccccc3c2=O)c1,?,i,-16%,-2%,-0.7,-14%,-0.7%,-32%,1%
CCOCCCN(C(=O)CCC(=O)Nc1cc(C)on1)C(C(=O)NC(C)(C)C)c1ccccc1Cl (centres undefined),25%,i,-3%,-3%,-3.8,-8%,0.2%,14%,-3%
CC(C)Cn1cc(C(=O)N2CCN(c3cccc(Cl)c3)CC2)c2c3ccccc3n(C)c2c1=O,?,.,21µM*,?,.,-3%,3.9%,-21%,.
CCCc1cc(C(N)=O)c(NC(=O)C2CCCO2)s1 (centres undefined),1%,i,5%,0%[1.84 µM],0.4,7%,0.4%,5%,1%
COc1cccc(CNC(=O)CCCn2nc(C)c3sc4ccccc4c3c2=O)c1,24%,.,7%,-1%,.,4%,-0.3%,7%,.
CC(C)Cn1c(=O)[nH]c2ccccc21,-3%,i,-3%,-2%,0.8,4%,-1.0%,1%,1%
CSc1ccc(CNC(=O)Cn2nc(N3CCN(c4ccccc4)CC3)ccc2=O)cc1,-14%,.,5%,-4%,.,-15%,4.9%,-19%,.
O=C(O)CCCCCN1C(=O)C(O)=C(C(=O)/C=C/c2ccccc2)C1c1cccc([N+](=O)[O-])c1 (centres undefined),4%,i,2%,-18%,0.5,-21%,3.9%,5%,0%
O=C(O)c1cccc(N=C2NC(=O)C(CO)(CO)S2)c1,2%,i,1%,-6%,-9.1,0%,0.6%,4%,1%
CS(=O)(=O)c1ccc(Cl)c(NC(=O)c2ccc3ccccc3c2)c1,-16%,i,3%,1%,1.9,-16%,-0.4%,-5%,2%
Cc1ccc(C(=O)N/N=C\c2cc3c(cc2Br)OCO3)cn1,-10%,i,7%,-3%,2.0,-25%,0.7%,2%,0%
CC1(C(=O)NC2CCCC2)CCC(=O)N1Cc1ccccc1Cl (centres undefined),6%,i,2%,-3%,-2.5,8%,-0.1%,-18%,5%
C=CCN1CCN(C(=O)c2ccc(-c3ccccc3)cc2)CC1,7%,i,9%,13%,-4.0,-3%,-1.1%,19%,-1%
O=C(Nc1cccc(C(F)(F)F)c1)c1csc([C@@H]2O[C@H](CO)[C@H](O)[C@H](O)[C@H]2O)n1,3%,i,.,.,1.4,-9%,-0.3%,13%,.
c1csc(-c2nn3c(C4CCCCC4)nnc3s2)c1,0%,i,1%,-3%,0.8,-11%,0.6%,0%,.

Reformatted: 11 of the compounds above
Results follow in this order: TGFb inhibitor	Akt phos inh	Nrf2 inh	A549 tox	CCT modulator	Abeta yeast res	Nrf2 ARE act	HepG2 viability	MmCpn inh
COc1cccc(CNC(=O)CCCn2nc(C)c3sc4ccccc4c3c2=O)c1
 : 24%	.	7%	-1%	.	4%	-0.3%	7%	.
CC(C)Cn1c(=O)[nH]c2ccccc21
 : -3%	i	-3%	-2%	0.8	4%	-1.0%	1%	1%
CSc1ccc(CNC(=O)Cn2nc(N3CCN(c4ccccc4)CC3)ccc2=O)cc1
 : -14%	.	5%	-4%	.	-15%	4.9%	-19%	.
O=C(O)CCCCCN1C(=O)C(O)=C(C(=O)/C=C/c2ccccc2)C1c1cccc([N+](=O)[O-])c1 (centres undefined)
 : 4%	i	2%	-18%	0.5	-21%	3.9%	5%	0%
O=C(O)c1cccc(N=C2NC(=O)C(CO)(CO)S2)c1
 : 2%	i	1%	-6%	-9.1	0%	0.6%	4%	1%
CS(=O)(=O)c1ccc(Cl)c(NC(=O)c2ccc3ccccc3c2)c1
 : -16%	i	3%	1%	1.9	-16%	-0.4%	-5%	2%
Cc1ccc(C(=O)N/N=C\c2cc3c(cc2Br)OCO3)cn1
 : -10%	i	7%	-3%	2.0	-25%	0.7%	2%	0%
CC1(C(=O)NC2CCCC2)CCC(=O)N1Cc1ccccc1Cl (centres undefined)
 : 6%	i	2%	-3%	-2.5	8%	-0.1%	-18%	5%
C=CCN1CCN(C(=O)c2ccc(-c3ccccc3)cc2)CC1
 : 7%	i	9%	13%	-4.0	-3%	-1.1%	19%	-1%
O=C(Nc1cccc(C(F)(F)F)c1)c1csc([C@@H]2O[C@H](CO)[C@H](O)[C@H](O)[C@H]2O)n1
 : 3%	i	.	.	1.4	-9%	-0.3%	13%	.
c1csc(-c2nn3c(C4CCCCC4)nnc3s2)c1
 : 0%	i	1%	-3%	0.8	-11%	0.6%	0%	.

Next records.
molecule,TGFb inhibitor,Akt phos inh,Nrf2 inh,A549 tox,CCT modulator,Abeta yeast res,Nrf2 ARE act,HepG2 viability,MmCpn inh
N#CC1=C(N)OC2=C(C(=O)CCC2)C12CCN(C(=O)OCc1ccccc1)CC2,-6%,i,16%,0%,-0.7,18%,0.1%,-13%,1%
CC(=O)N1CCN(C2=Nc3cccc4cccc2c34)CC1,-1%,i,10%,-5%,1.6,9%,0.4%,0%,-3%
Cc1cc(C)c(C)c(S(=O)(=O)Nc2cccnc2)c1C,28%,i,8%,2%,0.0,-12%,0.3%,18%,.
CCCC(=O)NCC(c1ccc2c(c1)OCO2)N1CCN(c2ccccc2)CC1 (centres undefined),11%,.,.,8%,.,22%,1.3%,-1%,.
CCOc1ccc(Nc2ncnc3c2cnn3-c2ccccc2)cc1,1%,i,-1%,-3%,-1.0,-1%,-0.2%,15%,-1%
COc1ccc(CNc2ccc3c(c2)CCC3)cc1Br,-3%,i,28%,0%,-2.0,7%,2.8%,0%,-1%
O=C(NCCC1CCCCN1S(=O)(=O)c1ccccc1)C(=O)NCc1cccnc1 (centres undefined),-5%,i,-6%,-1%,-1.3,-8%,-0.8%,-1%,0%
CSc1ccc(-c2nnn(Cc3ccc(C)cc3)n2)cc1,-9%,i,?,0%,-4.1,10%,4.5%,-23%,0%
CCSc1nnc(NC(=O)CSc2sc3c(O)cc(=O)[nH]c3c2C#N)s1,2%,i,13%,2%,-0.3,4%,0.5%,5%,-9%
CC1CN(Cc2ccc(Cl)cc2Cl)CC(C)O1 (centres undefined),-4%,i,12%,3%,0.2,1%,0.0%,-15%,-1%

Hits appear at their usual frequency; any-hit rate near 4.3%.
